Rtt109 HAT inh: blocks Candida albicans Rtt109/Vps75 acetyltransferase activity | actives 0.16% (n = 330,000) | AID 540336 | inhibition, % at 34.9 µM | purified Rtt109/Vps75, ThioGlo CoA-SH fluorescence, 4 h;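 active = inhibition of at least 50% in every replicate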
SR-BI DiI inh: inhibitors of mouse SR-BI mediated HDL lipid uptake. Q61009. inhibition, % at 12.5 µM. actives 0.96% (n = 320,000). ldlA[mSR-BI] CHO cells, DiI-HDL uptake fluorescence, 3 h;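 active = mean replicate inhibition of at least 70% and a set share of replicates each scoring 70 or more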;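 note: 0% = median of neutral control wells and 100% = median of positive control wells; values of inactives mirror those of a sister screen read the other way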
Target sequence (Q61009 whole entry, looked up): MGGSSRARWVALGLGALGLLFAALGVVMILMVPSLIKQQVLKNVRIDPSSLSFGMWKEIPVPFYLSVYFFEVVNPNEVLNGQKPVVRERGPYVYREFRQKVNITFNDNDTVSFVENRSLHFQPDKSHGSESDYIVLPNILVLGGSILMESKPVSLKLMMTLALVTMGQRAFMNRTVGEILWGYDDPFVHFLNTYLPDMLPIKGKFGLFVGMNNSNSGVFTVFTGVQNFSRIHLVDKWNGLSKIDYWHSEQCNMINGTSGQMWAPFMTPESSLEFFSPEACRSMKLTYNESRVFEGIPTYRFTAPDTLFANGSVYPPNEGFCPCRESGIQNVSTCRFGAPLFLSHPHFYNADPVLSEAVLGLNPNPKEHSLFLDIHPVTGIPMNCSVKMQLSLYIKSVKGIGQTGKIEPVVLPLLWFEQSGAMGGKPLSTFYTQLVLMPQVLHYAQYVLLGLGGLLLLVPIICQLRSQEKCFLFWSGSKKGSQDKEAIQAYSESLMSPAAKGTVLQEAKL
PvdQ acylase: P. aeruginosa PvdQ acylase inhibition; purified PvdQ acylase, fluorescence plate reader; inhibition, % at 10 µM; actives 0.063% (n = 340,000); AID 488965; in the data active = inhibition above about 30%, passing the limit was not always enough;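 note: 0% = vehicle neutral wells and 100% = reference inhibitor wells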
SR-BI DiI-HDL act: activators of SR-BI mediated HDL lipid uptake; actives 0.096% (n = 320,000); AID 504775; CHO ldlA[mSR-BI] cells, DiI-HDL uptake fluorescence, 3 h; 100 = double the neutral-control signal; activation, % at 12.5 µM;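 active = mean replicate activation of at least 60% and every replicate at or above 60%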;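 note: 0% = median plate neutral-control signal and 100% = twice that signal; values of inactives mirror those of a sister screen read the other way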
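Assay system: CHO ldlA[mSR-BI] cells, LDL receptor-null, SR-BI overexpressing; medium: Ham's F12 with 0.5% BSA, HEPES 25 mM, pH 7.4; also added: DiI-HDL 10 µg/mL; timing: 3 h uptake period with compound, 37 °C; signal: DiI fluorescence, bottom read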
dFosB act: enhances mouse delta FosB homodimer DNA binding. actives 0.99% (n = 340,000). purified delta FosB, TAMRA-CDK5 oligo fluorescence polarization; percent of positive-control signal above neutral wells. P13346. activation, % at 25 µM;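 active = mean activation above about 17%, with every replicate also reaching it, limit read from the data, passing the limit was not always enough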;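 note: fluorescence polarization rise as delta FosB binds a TAMRA Cdk5 AP-1 oligo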
Target sequence (P13346 whole entry, looked up): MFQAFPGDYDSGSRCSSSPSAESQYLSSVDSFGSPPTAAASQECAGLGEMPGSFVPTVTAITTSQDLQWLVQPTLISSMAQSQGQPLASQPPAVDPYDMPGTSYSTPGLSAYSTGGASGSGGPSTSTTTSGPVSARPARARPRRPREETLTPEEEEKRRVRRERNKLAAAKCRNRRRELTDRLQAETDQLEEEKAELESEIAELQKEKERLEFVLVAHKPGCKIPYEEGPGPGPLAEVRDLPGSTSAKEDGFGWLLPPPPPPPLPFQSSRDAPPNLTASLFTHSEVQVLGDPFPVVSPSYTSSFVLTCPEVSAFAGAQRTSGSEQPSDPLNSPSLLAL
CDK5 p35 inh: inhibitors of human CDK5/p35 kinase; Q00535+Q15078; Recombinant CDK5/p35, ADP-Glo luminescence, 60 min; inhibition, % at 10 µM; actives 0.01% (n = 330,000);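 active = highest replicate inhibition of at least 50% and at least 75% of replicates reaching 50%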;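 note: plate controls were DMSO neutral control for no effect and GW8510 at 10 µM for full effect; many of its hits are not listed in these tables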
cardiac RTF act: increases calcium sensitivity of human cardiac regulated thin filaments | activation, % at 7.2 µM | IANBD-labeled TnC RTF fluorescence at EC20 calcium; 0% EC20 calcium, 100% full calcium | actives 0.24% (n = 340,000) | P19429+P45379;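 active = activation above the mean over all tested compounds plus 3 SD, cut at about 30% in these data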;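 note: rise in fluorescence read as greater calcium sensitivity of cardiac thin filaments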
MITF act: activators of MITF-driven TRPM1 promoter activity in SK-MEL-5 cells | SK-MEL-5 TRPM1-promoter luciferase, 24 h; % of positive control, neutral wells = 0 | activation, % at 12.5 µM | actives 0.75% (n = 300,000);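 active = mean activation of at least 80% with every replicate also reaching 80%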;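 note: 0% = neutral control wells and 100% = parthenolide positive control wells; values of inactives mirror those of a sister screen read the other way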
HTR5A ag: counter-screen for OPRM1-OPRD1 agonists: human HTR5A agonism. P47898. HTR5A agonist assay, luminescence, cell-based. activation, % at 9.3 µM. actives 0.61% (n = 340,000). AID 504692; in the data active = activation mostly above about 9.5%, no sharp cut-off; inactive = mostly below about 7.6%;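 note: 0% = cells with vehicle only and 100% = reference agonist; strong numbers were not always called active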
Wnt bcat act: activators of Wnt/beta-catenin signaling | AID 743398 | Wnt/beta-catenin reporter cell assay, activator, plate reader | actives 1.2% (n = 300,000) | activation, % at 9.35 µM; in the data active = activation above about 30%, passing the limit was not always enough;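 note: 0% = neutral control wells and 100% = positive control wells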
The depositor's hits bear a star; . = not tested or not shown.

SMILES | Rtt109 HAT inh | SR-BI DiI inh | PvdQ acylase | SR-BI DiI-HDL act | dFosB act | CDK5 p35 inh | cardiac RTF act | MITF act | HTR5A ag | Wnt bcat act
COc1ccc2c3n(nc2c1)CCN=C3c1cc(Cl)c(N)c(Cl)c1 | 9 | 62 | 6 | -62 | 7 | -0.1 | -6 | -17 | 3 | 3
CCOC(=O)Cc1csc(NC(=O)COc2ccc(OC)cc2)n1 | -5 | -9 | -10 | 9 | -6 | 0.7 | 0 | -6 | 8 | -2
O=S(=O)(NCc1cccnc1)c1cccs1 | 16 | 1 | 6 | -1 | -7 | -1.2 | 7 | -3 | -2 | .
COc1ccc(C(=O)CSc2nnc(Cc3ccccc3)o2)cc1 | 1 | -1 | -13 | 1 | -7 | 1.4 | -2 | 3 | 7 | .
CCOC(=O)c1c(C)[nH]c(N=Nc2ccccc2C)c1C | 23 | 69 | 9 | -69 | -9 | -0.8 | -35 | 79 | 3 | .
Cc1ccsc1/C=C1\CCc2ccccc2C1=O | 6 | -18 | 5 | 18 | 2 | 11 | -1 | . | -3 | .
Cc1nc2cc(NS(=O)(=O)c3cccc(F)c3)ccc2s1 | 1 | -40 | -9 | 40 | -5 | -2.7 | 1 | -12 | 5 | -3
Nc1n[nH]c(-c2cccc([N+](=O)[O-])c2)n1 | -3 | -41 | -2 | 41 | -3 | -1.0 | 0 | -3 | 2 | .
c1ccc(-c2cnc(CSc3ncnc4sccc34)o2)cc1 | 11 | -13 | -9 | 13 | -23 | 0.3 | 14 | . | 6 | .
FC(F)(F)c1ccccc1NC(=S)N1CCc2ccccc2C1 | 7 | -4 | -4 | 4 | 0 | -3.6 | 3 | 5 | -3 | -1
c1ccc(CSc2cc3ccccc3[nH]2)cc1 | -3 | -2 | 1 | 2 | -3 | 0.9 | -10 | 42 | 5 | 1
COc1cccc(NC(=O)C(C)Oc2ccccc2)c1 (configuration not stated) | 3 | -7 | 5 | 7 | 3 | 3.4 | -2 | 6 | -1 | 8
O=S(=O)(Cc1ccc(Cl)cc1)N1CCN(Cc2ccc3c(c2)OCO3)CC1 | -4 | -8 | -4 | 8 | 2 | 1.2 | -2 | -7 | -3 | 2
CC[C@@]1(C(=O)OC)N[C@H](CN(C)C(=O)Nc2ccc(C(F)(F)F)cc2)[C@@H]2C(=O)N(Cc3ccccc3)C(=O)[C@@H]21 | 7 | . | -14 | . | -12 | -2.9 | 0 | 4 | 4 | -1
N#Cc1nc(COc2ccccc2)oc1N1CCCCCC1 | 7 | -13 | -16 | 13 | -8 | 1.4 | -2 | 16 | 8 | -3
O=C(NCCc1ccccc1)C1CCCN(S(=O)(=O)c2cccc3nonc23)C1 (configuration not stated) | -2 | 9 | -15 | -9 | 0 | -3.7 | 4 | 1 | 2 | .
CN(c1ccc(C(=O)NCCSCc2c(F)cccc2Cl)cc1)S(C)(=O)=O | -4 | -1 | -1 | 1 | -8 | -0.5 | 0 | 9 | 2 | -2
Cc1nc2sc3c(NCc4ccco4)ncnc3c2c2c1COC(C)(C)C2 | -6 | . | -12 | . | -46 | 0.8 | -2 | 13 | 2 | .
COc1ccc(C(=O)NNC2=CC(=O)CC(C)(C)C2)cc1OC | -8 | 1 | -13 | -1 | -3 | -1.9 | 4 | 3 | 2 | 0
CCOc1ccc(OCCn2c(=S)[nH]c3ccccc32)cc1 | -6 | 22 | 3 | -22 | -8 | -0.2 | -8 | . | 0 | -2
CC(NC(=O)CN1CCN(Cc2cccc(F)c2)CC1)c1ccccc1 (configuration not stated) | 5 | -8 | -10 | 8 | -1 | 1.1 | -4 | 3 | 2 | 0
CCOc1ccc(/C=N/NC(=O)CCC(=O)Nc2ccc(F)cc2)cc1 | 11 | 24 | 8 | -24 | -3 | 2.4 | -3 | 14 | 7 | 1
O=C(CCC1CCCCC1)Nc1c2c(nn1-c1ccc(F)cc1)CS(=O)(=O)C2 | 3 | 10 | -15 | -10 | -6 | -0.2 | -3 | 1 | -3 | .
C/C=C/c1ccc(OCC(=O)OCc2csc(CC(=O)Nc3ccccc3C)n2)c(OC)c1 | 1 | -27 | -5 | 27 | -17 | -0.7 | -7 | 2 | 2 | -1

4 of the entries above in order of their number in PvdQ acylase, high to low:
| Structure | PvdQ acylase |
| --- | --- |
| CCOc1ccc(OCCn2c(=S)[nH]c3ccccc32)cc1 | 3 |
| CN(c1ccc(C(=O)NCCSCc2c(F)cccc2Cl)cc1)S(C)(=O)=O | -1 |
| CC[C@@]1(C(=O)OC)N[C@H](CN(C)C(=O)Nc2ccc(C(F)(F)F)cc2)[C@@H]2C(=O)N(Cc3ccccc3)C(=O)[C@@H]21 | -14 |
| O=C(NCCc1ccccc1)C1CCCN(S(=O)(=O)c2cccc3nonc23)C1 (configuration not stated) | -15 |

Back to the main list, repeating the three entries before the break.
SMILES | Rtt109 HAT inh | SR-BI DiI inh | PvdQ acylase | SR-BI DiI-HDL act | dFosB act | CDK5 p35 inh | cardiac RTF act | MITF act | HTR5A ag | Wnt bcat act
CCOc1ccc(/C=N/NC(=O)CCC(=O)Nc2ccc(F)cc2)cc1 | 11 | 24 | 8 | -24 | -3 | 2.4 | -3 | 14 | 7 | 1
O=C(CCC1CCCCC1)Nc1c2c(nn1-c1ccc(F)cc1)CS(=O)(=O)C2 | 3 | 10 | -15 | -10 | -6 | -0.2 | -3 | 1 | -3 | .
C/C=C/c1ccc(OCC(=O)OCc2csc(CC(=O)Nc3ccccc3C)n2)c(OC)c1 | 1 | -27 | -5 | 27 | -17 | -0.7 | -7 | 2 | 2 | -1
CC(=O)c1cccc(S(=O)(=O)NC2CCCCCC2)c1 | 4 | -3 | -4 | 3 | 1 | 1.3 | -2 | 8 | 0 | -6
S=C(Nc1ccc(Br)cc1)N1CCn2cccc2C1c1cccnc1 (configuration not stated) | -7 | 12 | 4 | -12 | -2 | 0.5 | 3 | -1 | -3 | 0
Cc1cc2cc(CCNC(=O)c3ccc(Br)o3)c(=O)[nH]c2cc1C | 2 | -17 | -7 | 17 | -19 | -1.3 | -1 | -6 | 3 | -3
CCCN1CCN(C(=O)Cn2nc(C)n3c(cc4c(OC)cccc43)c2=O)CC1 | -3 | -10 | -9 | 10 | 2 | -1.7 | 1 | -3 | 0 | 1
COCc1cc(CN(C)C(=O)C2CCC(=O)N(Cc3cccc(OC)c3)C2)[nH]n1 (configuration not stated) | 2 | -1 | -3 | 1 | 1 | -0.9 | 3 | -1 | -7 | 3
CC1CC(NC(=O)c2cc3c(=O)n4ccccc4nc3n2C)CC(C)(C)C1 (configuration not stated) | -75 | 7 | -7 | -7 | -3 | 1.1 | -5 | 9 | -6 | 0
CCCSc1nsc(NC(=O)CCC)n1 | 2 | 11 | -11 | -11 | -3 | 0.9 | 1 | 113* | 1 | 20
CC(C)c1ccc(OCC(=O)N(Cc2ccco2)C2CCS(=O)(=O)C2)cc1 (configuration not stated) | -15 | 2 | -13 | -2 | 1 | -0.5 | 5 | . | 2 | 5
COc1ccc(OCC(=O)O/N=C(\N)c2ccc(OC)cc2)cc1 | -4 | -14 | -18 | 14 | 3 | 0.9 | 7 | 5 | 0 | 6
O=C(NC1=NCCS1)c1ccc(Cl)c(S(=O)(=O)N2CCCCC2)c1 | -2 | -8 | -18 | 8 | -12 | 0.3 | -1 | 11 | 2 | 3
O=S(=O)(c1cc(F)cc(F)c1)N1CCN(c2ncccn2)CC1 | 2 | -5 | -4 | 5 | 5 | -0.6 | 1 | 11 | 3 | .
CC(C)[N+]1(C)[C@@H]2CC[C@@H]1CC(OC(=O)C(CO)c1ccccc1)C2 (some centres not stated) | 1 | -12 | 8 | 12 | 5 | -0.5 | 2 | 2 | 3 | -1
O=C(/C=C/c1ccc(-c2ccccc2)o1)c1ccccc1 | -2 | -22 | -15 | 22 | -22 | 0.0 | 7 | 35 | 0 | .
O=C(c1ccco1)N1CCN(c2ncnc3sc4c(c23)CCC4)CC1 | 13 | 69 | 4 | -69 | -4 | 3.2 | 2 | 20 | 2 | 0
Cc1cc2oc(=O)cc(CN(C)Cc3cccc(F)c3)c2cc1C | 2 | 60 | -1 | -60 | -13 | -1.5 | -1 | 58 | 1 | 3
CCc1ccccc1NC(=O)CSc1nnc(-c2ccco2)n1N | -1 | -3 | 9 | 3 | 5 | -0.7 | 1 | . | -1 | -2
N#Cc1c(-c2ccccc2)nc(N2CCOCC2)[nH]c1=O | -3 | -13 | -7 | 13 | 0 | 1.0 | -3 | -2 | 2 | -1
O=C(CCl)N1c2ccccc2Sc2c1ccc1ccccc21 | -13 | 2 | -9 | -2 | -8 | -0.2 | 3 | -29 | 2 | -3
C[C@H](NC(=O)c1ccccc1Cl)C(=O)NCCc1ccc(S(N)(=O)=O)cc1 | 8 | -18 | -5 | 18 | 5 | 0.0 | 3 | -1 | -5 | -1
COCCn1c(=NC(=O)c2ccc(S(=O)(=O)N3CCc4ccccc4C3)cc2)sc2cc(OC)ccc21 | -4 | 72* | -1 | -72 | 3 | 2.3 | -3 | -11 | -1 | -6
Cc1cccc(N2CCN(C3=NC(=O)C(Cc4ccccc4)S3)CC2)c1 (configuration not stated) | 0 | 1 | -16 | -1 | -8 | -1.5 | 4 | 9 | 0 | .
O=C(CSc1nncs1)NC1CCCc2ccccc21 (configuration not stated) | -4 | 3 | -4 | -3 | -3 | 1.0 | 1 | 3 | -3 | 15
CCC(C(=O)NC1CCCCCC1)n1nc(C)n2c(cc3occc32)c1=O (configuration not stated) | 14 | -1 | -6 | 1 | -1 | 0.3 | 1 | -12 | -3 | -4
Cc1cccc(C2CC(c3ccc(F)cc3)Nc3nc(N)nn32)c1 (configuration not stated) | -12 | -1 | -14 | 1 | -5 | 1.4 | 9 | 0 | -4 | -1
O=C(O)CCCC(=O)NCc1ccccn1 | 7 | -7 | -13 | 7 | -6 | 1.6 | -4 | -1 | 3 | -3

High-throughput results (PubChem BioAssay)
